# Source: PubChem
# H37Rv inhibition: M. tuberculosis growth inhibition, HTS (AID 449762). hit rate 0.59% among 330,000. M. tuberculosis H37Rv growth inhibition, 7H9 media; higher % means a stronger effect. inhibition, % at 25 µM; hits with a dose series show IC50 in µM; in the data active = a potency from the dose series; inconclusive = inhibition above about 70% without an active follow-up result;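 note: bacterial growth assessed after seven days of incubation; strong numbers were not always called active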
# Salmonella PhoP GFP: Inhibition of PhoP regulon, Salmonella typhi GFP reporter cells, confirmation, 4 h (AID 1850); Salmonella Typhi PhoP-promoter GFP reporter, fluorescence, 4 h; higher % means a stronger effect; inhibition, % at 50 µM; hits with a dose series show IC50 in µM; hit rate 0.33% among 310,000; in the data active = a potency from the dose series; inconclusive = inhibition mostly from about 25% at the one dose, without a potency; inactive = the rest, 99 in 100 with inhibition below about 19%;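 note: 0% = induced wells with vehicle and 100% = uninduced wells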
# VEEV TC-83 Vero: inhibitors of VEEV TC-83 cytopathic effect, confirmation, Vero cells (AID 588727) | Vero cells, VEEV TC-83 cytopathic effect inhibition; higher % means a stronger effect | hit rate 0.13% among 350,000 | inhibition, % at 20 µM, or IC50 in µM where a hit was titrated; in the data active = a potency from the dose series; inconclusive = inhibition mostly from about 14% at the one dose, without a potency; inactive = the rest, 99 in 100 with inhibition below about 12%; note: strong numbers were not always called active
# tuberculosis growth: growth inhibition of non-replicating M. tuberculosis (AID 488890); Mycobacterium tuberculosis non-replicating, growth inhibition; higher % means a stronger effect; hit rate 0.39% among 320,000; one-dose inhibition, % at 25 µM; IC50 in µM for titrated hits; in the data active = a potency from the dose series; inconclusive = inhibition mostly from about 82% at the one dose, without a potency; inactive = the rest, 99 in 100 with inhibition below about 76%;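 note: plate controls were DMSO cells for no effect and high antibiotic wells for full effect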
# H1N1 NS1A inhibition: NS1A inhibition, H1N1 influenza, cell based functional assay (AID 504329) | NS1A functional cell-based assay, percent inhibition; higher % means a stronger effect | inhibition, % at 12.5 µM; hits with a dose series show IC50 in µM | hit rate 0.3% among 340,000; in the data active = a potency from the dose series; inconclusive = inhibition above about 27% without an active follow-up result; note: strong numbers were not always called active
# Starred values were filed as active, the others as inactive; i = inactive; ? = inconclusive; · = not tested or not shown.
# Second line of a record: H37Rv inhibition | Salmonella PhoP GFP | VEEV TC-83 Vero | tuberculosis growth | H1N1 NS1A inhibition
CCc1cccc(NC2c3ccccc3C(=O)N2c2ccc(C)cn2)c1 (centres undefined)
→ 5% | 6% | 4.6% | 62% | -6%
CCOC(=O)c1csc(COc2ccccc2Cl)n1
→ 2% | 12% | 0.2% | 1.6µM* | -13%
CCOC(=O)c1c(C2CC2)csc1NC(=O)COC(=O)c1cnc(Cl)c(Cl)c1
→ 0% | -8% | 1.5% | 47% | -10%
Cc1nnc(NC(=O)c2ccc3c(c2)C(=O)N(CC2CCCO2)C3=O)s1 (centres undefined)
→ -8% | 7% | 1.9% | 5% | -3%
O=C(NC(=S)Nc1ccc(N2CCCCC2)cc1)c1cccs1
→ ? | -8% | i | ? | 8%
COc1ccc(C(=O)OC2C[C@H]3CC[C@@H](C2)N3O)cc1OC (some centres undefined)
→ -4% | 3% | 1.4% | 4% | -1%
COc1ccc(NC(=O)CSc2nnc(-c3ccncc3)n2C)cc1
→ 2% | -9% | 2.6% | 5% | -10%
CCN(C(=O)C1CCCN(c2ncnc3c2nc2n3CCCCC2)C1)c1cccc(Cl)c1 (centres undefined)
→ 12% | 2% | 7.9% | 38% | -4%
O=C(c1ccc(S(=O)(=O)N2CCCC2)cc1)N(Cc1ccco1)C1CCS(=O)(=O)C1 (centres undefined)
→ 3% | 5% | 2.4% | -8% | 5%
Cc1ccc(-c2nc(NC(=O)CSc3nnc(C)s3)ns2)cc1
→ -3% | 2% | 2.0% | 2% | 7%
Cc1cc(Nc2cccc(Cl)c2C)n2ncnc2n1
→ -1% | 8% | 0.4% | 18% | -7%
Cc1cccc(C)c1NC(=O)CS(=O)CC(=O)NC1CCN(Cc2ccccc2)CC1 (centres undefined)
→ -4% | -15% | 1.7% | 5% | 2%
CSc1ccc(C(=O)N2CCC(n3nccc3NC(=O)C3CC3)CC2)cc1
→ -7% | -5% | 0.7% | -9% | 13%
COc1cc(NC(C)CCCN)c2ncccc2c1Oc1ccccc1 (centres undefined)
→ -4% | -37% | i | 50% | 20%
CN(C(=O)Cn1cc(C(F)(F)F)ccc1=O)c1c(N)n(Cc2ccccc2)c(=O)[nH]c1=O
→ 2% | 5% | 0.3% | -1% | 13%
O=C(Nc1ccc(Cl)cc1)N1CCC(c2nc(-c3cccs3)no2)CC1
→ 2% | 3% | i | 24% | 7%
COc1ccc(S(=O)(=O)NCC(c2ccc3c(c2)OCO3)N2CCOCC2)cc1 (centres undefined)
→ -6% | 6% | 0.8% | 6% | -9%
CCN(CC)c1ccc(/C=C(\C#N)C(=O)c2ccc(Br)cc2)cc1
→ 1% | -106% | 10% | 31% | -14%
Cc1ccc(Cl)cc1N1CCN(C(=O)Cc2csc(Nc3nc(=S)[nH]c4ccccc34)n2)CC1
→ 3% | 8% | i | -10% | 3%
COc1cccc(-c2nc(N3CCCC3)c3ccccc3n2)c1O
→ 5% | 6% | 3.2% | 19% | 20%
O=C(NCc1ccco1)c1c(F)c(F)c(F)c(C(=O)NCc2ccco2)c1F
→ 0% | 2% | 1.1% | 12% | 2%
CC1CN(C(=O)N2c3ccccc3Sc3ccccc32)CC(C)O1 (centres undefined)
→ 1% | 1% | i | 6% | -6%
Cc1cc(C(=O)CC#N)c(C)n1CC(F)(F)F
→ -12% | -4% | 1.2% | 1% | 6%
Cc1ccc(NC(=O)c2cc(S(=O)(=O)N(C)C)ccc2N2CCCC2)cc1S(=O)(=O)N(C)C
→ 8% | 0% | 6.8% | 18% | -3%
Cc1nn(CC#N)c(=O)n1-c1ccc(Cl)cc1
→ -5% | 1% | 0.1% | -4% | 6%
c1ccc2c(c1)CSc1ccccc1C2C1=NCCN1 (centres undefined)
→ -3% | -9% | 1.0% | -7% | -35%
C/C(=N\NC(=O)CNC(=O)c1ccco1)c1ccc(Br)cc1
→ 11% | -7% | 2.8% | -1% | 7%
CCCNc1nc2c(c(=O)[nH]c(=O)n2C)n1Cc1ccc(F)cc1
→ -5% | · | 1.9% | · | 0%
C=C(C)CN(CC)C(=O)CSc1nc(O)cc(=O)n1C1CCCC1
→ 2% | -9% | i | 22% | -8%
CC1CN(C(=S)Nc2ccc(Cl)cc2)CC(C)O1 (centres undefined)
→ -3% | -4% | 0.3% | -16% | -19%

# One compound at a time, as listed above.
# Shown for `c1ccc2c(c1)CSc1ccccc1C2C1=NCCN1` (centres undefined) = H37Rv inhibition = -3%; Salmonella PhoP GFP = -9%; VEEV TC-83 Vero = 1.0%; tuberculosis growth = -7%; H1N1 NS1A inhibition = -35%
# Shown for `Cc1cc(C(=O)CC#N)c(C)n1CC(F)(F)F` = H37Rv inhibition = -12%; Salmonella PhoP GFP = -4%; VEEV TC-83 Vero = 1.2%; tuberculosis growth = 1%; H1N1 NS1A inhibition = 6%

# (next part)
# Second line of a record: H37Rv inhibition | Salmonella PhoP GFP | VEEV TC-83 Vero | tuberculosis growth | H1N1 NS1A inhibition
O=C(Cn1cnc2c(NCc3ccccc3)ncnc21)N1CCN(c2ccccn2)CC1
→ · | · | i | · | -8%
CC[C@H]1C(Nc2ccccc2)C[C@@H]2CCN3C(=O)CC[C@H]1[C@H]23 (some centres undefined)
→ · | · | i | · | 9%
CNC(=O)Nc1ccc(Cl)cc1
→ 5% | 0% | 2.5% | 3% | 4%
COc1ccccc1CNC(=O)CSc1ccccc1
→ -4% | 4% | 0.1% | 2% | -4%
Nn1c(Nc2ccccc2)nc2sc3c(c2c1=O)CCCC3
→ 4% | -10% | 1.0% | -11% | 6%
CC1CN(C(=O)CSc2ncnc3sccc23)CC(C)O1 (centres undefined)
→ -7% | -10% | 2.2% | -15% | 4%
COC(=O)Nc1ccc(N2CCOCC2)c(S(=O)(=O)N2CCOCC2)c1
→ 4% | 8% | 0.5% | -12% | 3%
CCN(CC)CCCn1c(=S)[nH]c2ccc(Cl)cc2c1=O
→ 1% | -6% | 2.1% | 17% | -3%
Nc1ccc2oc3ncccc3c(=O)c2c1
→ -2% | 4% | 3.4% | 11% | 1%
CC1CC(C)(C)OC(c2ccc(C(C)C)cc2)O1 (centres undefined)
→ · | · | 1.3% | · | -17%
CCN(Cc1ccccc1)C(=O)C1CCN(Cc2ccc(SC)cc2)CC1
→ 4% | -7% | i | 63% | -2%
CC1CCN(S(=O)(=O)c2ccc(NC(=O)Cc3ccc(S(=O)(=O)N4CCOCC4)s3)cc2)CC1
→ 0% | -4% | 4.2% | 55% | 8%
COc1ccc(Cn2c(CCC(=O)Nc3ccc(C)cc3)nc3cccnc32)cc1
→ -10% | 4% | 6.2% | 8% | -10%
CCOc1nc(Nc2ccc(OC)cc2OC)nc(OCC)n1
→ 11% | 1% | 3.2% | -2% | 1%
CC(C)=C(NC(=O)c1ccccc1Br)C(=O)NCCc1nc2ccccc2[nH]1
→ -4% | 3% | i | -10% | 2%
COc1ccccc1NC(=O)C(C)NS(=O)(=O)c1ccc(F)cc1 (centres undefined)
→ 3% | -6% | 1.6% | -10% | -1%
CCn1c(CNc2nc(-c3ccccc3)cs2)nnc1SCC(=O)NCc1ccco1
→ · | · | 1.3% | · | 9%
CCOC(=O)N1CCN(C(=O)CCS(=O)(=O)c2cc3c(cc2Cl)NC(=O)CO3)CC1
→ 4% | -5% | 0.1% | -4% | -4%
O=C(NOCc1cscn1)Nc1ccccc1
→ · | · | i | · | 0%
O=C1CCc2nc3ccccc3c(=O)n2N1
→ -2% | 3% | 1.4% | -3% | -6%

# Some entries already given, showing only H1N1 NS1A inhibition and H37Rv inhibition:
Molecule | H1N1 NS1A inhibition | H37Rv inhibition
CC1CCN(S(=O)(=O)c2ccc(NC(=O)Cc3ccc(S(=O)(=O)N4CCOCC4)s3)cc2)CC1 | 8% | 0%
COc1ccc(Cn2c(CCC(=O)Nc3ccc(C)cc3)nc3cccnc32)cc1 | -10% | -10%
CCOc1nc(Nc2ccc(OC)cc2OC)nc(OCC)n1 | 1% | 11%

# Next section.
# Second line of a record: H37Rv inhibition | Salmonella PhoP GFP | VEEV TC-83 Vero | tuberculosis growth | H1N1 NS1A inhibition
c1ccc(-c2nc3c([nH]2)CCc2nonc2-3)cc1
→ 1% | 9% | 2.3% | 4% | 2%
COc1ccccc1NC(=O)CS(=O)(=O)c1cn(CC(=O)N2CCCC2)c2ccccc12
→ -6% | -7% | 12% | 22% | -4%
COc1ccc(/C=N/Nc2nc3ccccc3c(=O)n2-c2ccccc2)cc1OC
→ 2% | -6% | 3.6% | 1% | 23%
O=C(COC(=O)C1CC(=O)N(Cc2ccccc2)C1)Nc1ccc2c(c1)OCO2 (centres undefined)
→ 4% | 5% | 0.6% | 47% | 1%
COc1ccc([N+](=O)[O-])cc1N(CC(=O)N1CCOCC1)S(C)(=O)=O
→ -9% | 4% | 0.0% | -10% | 2%
Cc1cc(Cl)c(OCCCN(C)C)c(Br)c1
→ 2% | -5% | 1.6% | -5% | -6%
O=C(NCc1ccc(Cl)cc1)c1ccc(-c2ccccc2C(F)(F)F)o1
→ -6% | -3% | 0.1% | 27% | -23%
Cc1ccc(S(=O)(=O)N(C)C)cc1NC(=O)CN1C(=O)NC2(CCCCCCC2)C1=O
→ 5% | -2% | 6.9% | 23% | 11%
Cc1[nH]n(-c2cccc(Cl)c2)c(=O)c1C=NCc1ccco1
→ 6% | 5% | 2.1% | 6% | 5%
COc1ccc(CNC(=O)Cn2cccc2C(=O)c2ccccc2C)cc1
→ 7% | 0% | 0.2% | 5% | -10%
Cc1ccc(OCC(=O)Nc2ccccc2F)cc1
→ 53% | 3% | 0.5% | ? | -19%
COc1cc(OC)c(C(=O)OCC(=O)NC2CCCC2)cc1OC
→ 3% | -5% | i | 1% | -24%
CC(Cc1ccccc1)NC(=O)c1ccc([N+](=O)[O-])cc1 (centres undefined)
→ -4% | 11% | 1.5% | 77% | -5%
CCC1SC(N)=NC1=O (centres undefined)
→ -6% | -8% | 0.9% | -2% | -15%
CCN(c1ccccc1)S(=O)(=O)c1ccc(Cl)c(NC(=O)CSc2n[nH]c(N)n2)c1
→ 2% | 2% | 2.2% | 5% | -2%
COc1ccc2nc(NC(=O)CCc3cc(OC)c(OC)c(OC)c3)sc2c1
→ 44% | 4% | 9.2% | 27% | -1%
C=CCc1ccc(OCCCCN2CC(C)CC(C)C2)c(OC)c1 (centres undefined)
→ -2% | 11% | i | 64% | 0%
CC(=O)C(C(c1ccccc1)c1c[nH]c2ccccc12)[N+](=O)[O-] (centres undefined)
→ 1% | 4% | 1.3% | 16% | 27%
CCOC(=O)C(CC)Sc1cc(C)nc2ccc(OC)cc12 (centres undefined)
→ -1% | -7% | 3.4% | 8% | 5%
Fc1ccc(COc2cccc(CNCc3ccncc3)c2)cc1
→ -7% | 6% | i | 68% | 3%
Cc1cc(OCC(=O)N2CCOCC2)c(C(C)C)cc1Cl
→ 4% | 7% | i | 6% | -7%
C/C(=N\Nc1nnc(C)c(=O)[nH]1)C(=O)O
→ 2% | -2% | 0.2% | -5% | 26%
COc1ccc(-c2noc(C(C)n3nc(C)c([N+](=O)[O-])c3C)n2)cc1OC (centres undefined)
→ 2% | 6% | 2.8% | 8% | -10%
CC1CCC(NC(=O)c2cc(Cl)nc3ccccc23)CC1 (centres undefined)
→ -2% | · | 0.0% | 1% | -7%
CCc1nn2c(=O)cc(COc3ccc(NC(=O)c4ccco4)cc3)nc2s1
→ 2% | -19% | 2.3% | 3% | 4%
COc1cc(C(=O)N/N=C/c2sc(N3CCOCC3)nc2-c2ccccc2)cc(OC)c1OC
→ 12% | 12% | 7.8% | -7% | -3%
C#CCn1c(=NC(=O)c2cc(-c3cccs3)nc3ccccc23)sc2cc(S(N)(=O)=O)ccc21
→ 3% | -17% | i | -4% | 21%
S=C(c1cccs1)N1CCCC1
→ 3% | 5% | 4.4% | 39% | 12%
Cc1ccc(C)c(NC(=S)N2CCN(CCO)CC2)c1
→ -5% | 13% | 0.2% | -4% | 1%
COc1ccccc1OCC(=O)NCc1ccco1
→ 5% | 2% | 2.0% | 4% | 1%
CN(CC(=O)Nc1cccc(F)c1)C(=O)c1ccc(-c2cccc(C(F)(F)F)c2)o1
→ 0% | 9% | 7.1% | 1% | 3%
Cc1nc(CCNC(=O)CC2C(=O)NCCN2Cc2ccccc2)sc1C (centres undefined)
→ 0% | -3% | 1.7% | 0% | 10%
COc1ccccc1N(C(=O)CCl)c1cn(C(C)=O)c2ccccc12
→ ? | 1% | ? | ? | 0%
COc1ccc(C(=O)C2CCCN(C(=O)c3cccnc3OC)C2)c(C)c1 (centres undefined)
→ -10% | 7% | 0.1% | 12% | -3%
COc1ccc(C(=O)NN2CC(O)=C(c3nc4ccccc4n3C)C2=N)cc1OC
→ 6% | 0% | 2.0% | -10% | -8%
O=C(c1cc(-c2ccccc2)on1)N1CCc2ccccc2C1
→ 0% | -2% | 0.6% | -9% | -5%
COc1ccccc1C(=O)N(NC(=O)Oc1ccccc1)C(C)(C)C
→ -2% | -8% | i | -8% | 11%
